BLM inh – Bloom syndrome helicase (human) inhibition | recombinant BLM DNA unwinding, fluorescence dequenching | Potency, µM (highest dose often 56.1 µM), inactives show at the top dose activity change, negative = inhibition, hits mostly inhibitors | actives 0.2% (n = 350,000) | AID 2528;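 also: plate controls were vehicle for no effect and no enzyme for full effect; nearly all actives have a fitted effect of over 35% in size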
BAZ2B block – blocks human BAZ2B. actives 4.4% (n = 360,000). Potency, µM (titrated, usually from 114 µM), for the others: at the highest dose activity change, negative = inhibition, actives largely listed as inhibitors. AlphaScreen BAZ2B-H3K14Ac peptide displacement. AID 504333; also: % is scaled to controls: 0 for no effect and ±100 for the full control effect; nearly all actives have a fitted effect of over 60% in size
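BAZ2B (50 nM) with biotin-H3(5-23)K14Ac peptide (50 nM) in PBS pH 7.4, 0.01% Tween-20, preformed 30 min, then compound 30 min at room temperature; top concentration 110uM. AlphaScreen streptavidin donor/nickel chelate acceptor beads (10 ug/mL final), 20 min dark, signal read.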
GLS inhibitor – glutaminase GLS (human) inhibition | GLS enzymatic activity, qHTS titration | Potency, µM (titrated, usually from 45.5 µM), for inactives: at the highest dose activity change, negative = inhibition, actives largely listed as inhibitors | O94925 | actives 0.21% (n = 410,000); also: % is scaled to controls: 0 for no effect and ±100 for the full control effect
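Human kidney-isoform GLS in 45 mM KH2PO4 pH 8.2, 0.02% Tween-20, with compound, started with 1mM L-Glutamine (added stock). Glutamate oxidase/HRP/Amplex red coupled fluorescence read at start and after 30 min at RT.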
G9a block – G9a (human) methyltransferase inhibition | Q96KQ7 | G9a H3K9 monomethylation, AlphaScreen, 2 h | Potency, µM (doses to about 102 µM), without a hit: top-dose activity, negative = inhibition, most hits filed as inhibitors | actives 8.8% (n = 350,000) | AID 504332; also: % is scaled to controls: 0 for no effect and ±100 for the full control effect; nearly all actives have a fitted effect of over 75% in size
Target sequence (Q96KQ7 913-1193 limits assumed): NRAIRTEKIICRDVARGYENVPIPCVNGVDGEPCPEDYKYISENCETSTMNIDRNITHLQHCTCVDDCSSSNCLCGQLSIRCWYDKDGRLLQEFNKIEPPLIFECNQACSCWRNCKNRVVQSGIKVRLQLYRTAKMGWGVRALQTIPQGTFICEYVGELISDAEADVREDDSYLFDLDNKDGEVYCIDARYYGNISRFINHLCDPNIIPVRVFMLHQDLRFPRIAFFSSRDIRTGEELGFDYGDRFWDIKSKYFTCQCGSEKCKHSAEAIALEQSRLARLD
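G9a (20 nM) was preincubated 15 min with compound, then reacted 2 h at room temperature with 500 nM biotin-H3K9 peptide and 20 µM SAM. Monomethyl-H3K9 detected by AlphaScreen using anti-H3K9me1 antibody.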
HP1b chromo inh – blocks HP1-beta chromodomain binding to methylated histone tails; P83916; AlphaScreen HP1-beta / biotin-H3K9me3 peptide binding; Potency, µM (series often up to 114 µM), inactives show at the top dose activity change, negative = inhibition, usual class: inhibitors; actives 0.56% (n = 390,000); AID 540317; also: nearly all actives have a fitted effect of over 70% in size; inactives centre near 23
Target sequence (P83916 whole entry, looked up): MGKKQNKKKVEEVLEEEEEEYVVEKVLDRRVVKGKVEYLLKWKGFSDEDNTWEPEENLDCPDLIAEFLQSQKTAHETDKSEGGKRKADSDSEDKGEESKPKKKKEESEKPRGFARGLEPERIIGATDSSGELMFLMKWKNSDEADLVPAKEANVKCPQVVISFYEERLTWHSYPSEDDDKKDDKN
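HP1-beta protein (50 nM final) preincubated 30 min at room temperature with biotinylated H3(1-18)K9me3 peptide (50 nM) in PBS pH 7.4, 0.01% Tween-20, then compound added for 30 min. AlphaScreen streptavidin donor/nickel chelate acceptor beads (10 ug/mL final), 30 min dark, luminescence read.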
JMJD2A Tudor inh – JMJD2A Tudor domain (human) inhibition | Potency, µM (highest dose often 114 µM), for the others: at the highest dose activity change, negative = inhibition, hits mostly inhibitors | AlphaScreen JMJD2A-Tudor / H3K4me3 peptide binding | O75164 | actives 4.4% (n = 390,000); also: % is scaled to controls: 0 for no effect and ±100 for the full control effect; nearly all actives have a fitted effect of over 50% in size
Pin1 inhibitor – inhibitors of human Pin1; Q13526; Pin1 FP peptide displacement, HiFluor488, 10 min; Potency, µM (series often up to 115 µM), inactives show at the highest dose activity, negative = inhibition, actives largely listed as inhibitors; actives 0.009% (n = 390,000); active = well fitted inhibition curve with a large enough effect in the polarisation, with a control signal flat, not every such curve was filed as active; inconclusive = small, poorly fitted or top-dose-only effect, or effect the other way, or a change in a side signal; inactive = no such curve, though single readings can be large or run the other way; the % refers to the polarisation; also: % is scaled to controls: 0 for no effect and ±100 for the full control effect
Target sequence (Q13526 whole entry, looked up): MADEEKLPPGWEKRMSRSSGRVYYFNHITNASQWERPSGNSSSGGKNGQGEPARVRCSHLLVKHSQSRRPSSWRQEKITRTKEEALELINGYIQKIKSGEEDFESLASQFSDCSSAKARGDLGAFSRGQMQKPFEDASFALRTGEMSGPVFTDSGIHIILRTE
POLI inh – blocks human DNA polymerase iota activity; Potency, µM (top dose mostly 115 µM), inactives show at the highest dose activity, negative = inhibition, usual class: inhibitors; Pol iota fluorescent replication assay, 10 min; AID 588590; Q9UNA4; actives 1% (n = 390,000)
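Fluorescent replication assay read twice, at 0 min and 10 min after adding 50 nM (final) substrate. Enzyme (10 nM) and compounds were first incubated 15 min at room temperature; enzyme-free buffer wells were negative controls.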
PGK inhibitor – inhibitors of T. brucei phosphoglycerate kinase | PGK/GAPDH coupled, Kinase-Glo luminescence, 60 min | Potency, µM (highest dose often 57.5 µM), for inactives: at the highest dose activity change, negative = inhibition, actives largely listed as inhibitors | actives 0.043% (n = 380,000); also: % is scaled to controls: 0 for no effect and ±100 for the full control effect; nearly all actives have a fitted effect of over 60% in size
Target sequence (P07378 whole entry, looked up): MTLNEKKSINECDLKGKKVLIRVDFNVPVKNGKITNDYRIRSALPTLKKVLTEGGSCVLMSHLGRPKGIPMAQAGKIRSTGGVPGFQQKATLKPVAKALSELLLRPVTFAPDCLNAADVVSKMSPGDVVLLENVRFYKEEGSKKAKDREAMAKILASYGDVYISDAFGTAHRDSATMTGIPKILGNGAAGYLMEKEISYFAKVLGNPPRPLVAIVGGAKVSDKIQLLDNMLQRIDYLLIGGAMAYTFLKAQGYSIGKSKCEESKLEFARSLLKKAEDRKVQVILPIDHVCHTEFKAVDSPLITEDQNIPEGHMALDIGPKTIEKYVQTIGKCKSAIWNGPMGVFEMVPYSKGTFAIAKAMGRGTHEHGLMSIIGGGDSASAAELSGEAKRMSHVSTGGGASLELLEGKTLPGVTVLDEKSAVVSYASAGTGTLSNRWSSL
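Recombinant glycosomal PGK reaction used 1,3-bisphosphoglycerate generated in-well by GAPDH (100nM final) in 100mM TEA pH 7.6, 5mM MgCl2, 0.01% Tween-20. After 60 minutes at room temperature, ATP was read by Kinase-Glo Plus luminescence end-point.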
Active calls of the source: *; i = inactive; ? = inconclusive; · = not tested or not shown; & = joins results of further samples; [ ] = dose if it differs, or a comment. Unless noted, calls follow the shape of the dose curve; as a rule, active = well fitted curve in the direction sought with a large enough effect; inconclusive = small, poorly fitted or top-dose-only effect, or another doubt; inactive = no such curve, though single readings can be large; an effect the other way counts as inactive or inconclusive. Potency is read from the fitted curve at half-maximal effect.

SMILES	BLM inh	BAZ2B block	GLS inhibitor	G9a block	HP1b chromo inh	JMJD2A Tudor inh	Pin1 inhibitor	POLI inh	PGK inhibitor
COc1ccc(N2CCN(C(=O)CNC(=O)c3ccc(Br)o3)CC2)cc1	0%	-15%	13%	?	28%	-12%	-6%	35%[activator]	6%
Cc1cc(NS(=O)(=O)c2ccc(NC(=O)/C=C/c3cccc(Cl)c3)cc2)no1	4%	?	4%	-21%	2%	-1%	-6%	-1%	-14%
OC(CN1CCN(C(c2ccccc2)c2ccccc2)CC1)c1ccccc1 (stereo not given)	-10%	?	6%	26%[0.501 µM]	15%	-14%	-3%	-17%	-10%
Clc1ccc(C(c2nnnn2C2CCCC2)N2CCN(Cc3ccncc3)CC2)cc1 (stereo not given)	0%	?	-16%	3%[59 µM]	44%[activator]	16%[11.4 µM]	-11%	-2%	-6%
COc1ccc(NC(=O)C2CCCNC2)cc1OCC(C)C (stereo not given)	-1%	-4%	16%	?	-5%	1%	-4%	-15%	-9%
CC(=O)N(C)c1ccc(NC(=O)c2cnn(C)c2)cc1	-3%	8%	8%	3%	10%	2%	5%	4%	5%
COc1ccc(CNC(=O)CN2C(=O)C(c3ccccc3)Oc3cccnc32)cc1 (stereo not given)	0%	-4%	5%	-8%	9%	-18%	3%	?	3%
Cc1nc(N/N=C/c2ccc(Br)cc2)cc(N2CCOCC2)n1	-4%	5%	-16%	19%[59 µM]	20%	-29%	-1%	142%[activator]	-3%
CC(=O)Nc1cccc(NC(C)=O)n1	-2%&-10%	-1%&49%	10%	-13%[59 µM]	5%	-9%	3%	6%	-4%
CCCCCc1cc(=O)oc2c(C(CCN(CC)CC)c3ccc(N(C)C)cc3)c(OC)cc(OC)c12 (stereo not given)	7%	14µM*	18%	?	?	28µM*	-4%	20%	1%
C/C(=N\NC(=O)CN(c1ccc(C)cc1)S(C)(=O)=O)c1cccs1	4%	-2%	7%	-4%	9%	-9%	1%	7%	-3%
O=C(OCC(=O)N1CCN(C(=O)c2ccco2)CC1)c1cc(-c2cccc(Br)c2)nc2ccccc12	-18%	-39%	-1%	14µM*	-14%	-31%	11%	-13%	-1%
O=C(Nc1cccc(F)c1)C1C2C=CC3(CN(CCCN4CCOCC4)C(=O)C13)O2 (stereo not given)	4%	14%	-1%	-49%[59 µM]	43%[activator]	0%	-7%	28%	-3%
COc1ccc2nc(NC(=O)c3nc(S(=O)(=O)Cc4ccccc4)ncc3Cl)sc2c1	-21%	-9%	-6%	0%[59 µM]	59%[activator]	-30%	76%[activator]	?	-7%
O=C(CSc1nnc2c(n1)[nH]c1ccccc12)Nc1cccc(S(=O)(=O)N2CCOCC2)c1	-5%	-5%	11%	?	25%	-9%	16%	-12%	-7%
O=C(CN1CCN(c2cccc(Cl)c2)CC1)Nc1ccc([N+](=O)[O-])cc1C(=O)Nc1ccccc1F	-6%	-25%	-4%	16%[59 µM]	1%	-33%	14%	15%	1%
CCc1nnc(NC(=O)CSc2nc(N)c(NC(=O)c3ccc(OC)cc3)c(=O)[nH]2)s1	2%	-22%	10%	-46%	24%	-4%	39%[activator]	-12%	-5%
CCOC(=O)c1c(NC(=O)CN2CCN(C(=O)c3ccco3)CC2)sc(C(N)=O)c1C	-14%	-12%	2%	-4%	33%	-1%	92%[activator]	-1%	0%
CC(C)NC(=O)CN1C(=O)CSc2ccc(S(=O)(=O)N3CCCC3)cc21	0%	-19%	16%	4%[59 µM]	2%	-31%	5%	13%	2%
Cc1cc(N2CCOCC2)nc2ccc(NC(=O)C3CCCCC3)cc12	·	·	-6%	·	56%[activator]	-11%	0%	40%[activator]	·

Reprinted from the part before: 4 compounds; new compounds follow.
SMILES	BLM inh	BAZ2B block	GLS inhibitor	G9a block	HP1b chromo inh	JMJD2A Tudor inh	Pin1 inhibitor	POLI inh	PGK inhibitor
CCc1nnc(NC(=O)CSc2nc(N)c(NC(=O)c3ccc(OC)cc3)c(=O)[nH]2)s1	2%	-22%	10%	-46%	24%	-4%	39%[activator]	-12%	-5%
CCOC(=O)c1c(NC(=O)CN2CCN(C(=O)c3ccco3)CC2)sc(C(N)=O)c1C	-14%	-12%	2%	-4%	33%	-1%	92%[activator]	-1%	0%
CC(C)NC(=O)CN1C(=O)CSc2ccc(S(=O)(=O)N3CCCC3)cc21	0%	-19%	16%	4%[59 µM]	2%	-31%	5%	13%	2%
Cc1cc(N2CCOCC2)nc2ccc(NC(=O)C3CCCCC3)cc12	·	·	-6%	·	56%[activator]	-11%	0%	40%[activator]	·
O=C(C(Cc1ccccc1)N1C(=O)C2C3CCC(C3)C2C1=O)N1CCCCC1 (stereo not given)	-1%	2%	-2%	·	11%	-8%	-9%	-1%	·
O=C(NC1CCCC1)C1CCN(C(=O)c2cc(Cl)ccc2Cl)CC1	-2%	1%	-6%	31%	22%	3%	2%	118%[activator]	3%
Cc1ccc(-n2c(SCC(=O)NCc3ccccc3)nc3n[nH]c(C)c3c2=N)cc1Cl	-2%	-8%	-6%	-22%[59 µM]	8%	-12%	?	?	-4%
O=C(CCc1nnc2ccc(NCc3ccco3)nn12)N1CCN(c2ccccc2)CC1	-18%	50µM*	19%	-16%	-23%	40µM*	?	20µM*	2%
CCc1ccccc1NC(=O)CSc1ncc2c(n1)-c1ccccc1N(C)S2(=O)=O	2%	32%[activator]	1%	8%[59 µM]	61%[activator]	-8%	29%	27%	i
Cc1ccc(C2=NN(C(=O)CSc3nc(N)cc(N)n3)C(c3ccco3)C2)cc1 (stereo not given)	-8%	?	-1%	50µM*	-3%	-33%	0%	-5%	-4%
CCN(Cc1ccc(OC)c(F)c1)C(=O)c1oc2ccccc2c1COC	-6%	10%	3%	46%[activator]	18%	27%	-2%	-3%	-2%
COc1ccc2c(CNCCc3ccco3)c(C(=O)O)n(Cc3ccccc3)c2c1	-3%	?	1%	-30%[59 µM]	10%	-24%	0%	-14%	-9%
O=C(NCC1COc2ccccc2O1)c1cccc(S(=O)(=O)N2CCN(c3ccccc3)CC2)c1 (stereo not given)	·	0%	7%	-40%	7%	-28%	7%	28%	i
CCc1cccc(CC)c1NC(=S)Nc1cccc(Cl)c1Cl	-1%	1%	0%	3%	31%	10%	-1%	69%[activator]	-8%
NS(=O)(=O)c1ccc(NC(=O)CN2CCc3ccccc32)cc1	-5%	-3%	0%	·	36%	-4%	1%	47%[activator]	-1%
Cc1cccc(C)c1NC(=O)CN1C(=O)S/C(=C\c2cccn2C)C1=O	-2%	6%	6%	5%[59 µM]	21%	-9%	7%	0%	·
CCOC(=O)c1ccc2nc(NC(=O)c3cccs3)sc2c1	-13%	0%	1%	-8%[59 µM]	53%	-18%	28%	-9%	-13%
Cn1c(-c2c(N)n(-c3ccccc3)c3nc4ccccc4nc23)nc2ccccc21	-7%	5%	8%	86%[activator][59 µM]	105%[activator]	21%	?	10%	-5%
Cc1ccc(NC(=O)Cn2c(=O)oc3cc(S(=O)(=O)N4CCC(C)CC4)ccc32)cc1C	-7%	0%	1%	6%	25%	?	16%	-21%	-1%
CN(C)S(=O)(=O)c1cccc(NC(=S)N/N=C/C2CC=CCC2)c1 (stereo not given)	-3%	-25%	2%	5.6µM*	38%	13µM*	0%	14%	-7%
C[C@@H]1CCC[C@H](C)N1NC(=O)c1ccc(Cl)c(S(N)(=O)=O)c1	3%	3%	-5%	-23%[59 µM]	10%	-14%	3%	-20%	-2%
COc1ccc2sc(N(CCCN(C)C)C(=O)c3ccc(S(=O)(=O)N4CCCC4)cc3)nc2c1	·	-15%	-9%	?	11%	-23%	-5%	26%	-9%
CCSc1cc(N2CCOCC2)nc(-c2ccc(Cl)cc2)n1	-2%	-6%	-6%	15%[59 µM]	70%[activator]	7%	-5%	29%	-1%
CCOC(=O)c1c(/N=C/C2=C(O)CC(C)(C)CC2=O)sc2c1CCCC2	-2%	11%	-13%	10%	139%[activator]	18%	?	13%	8%
CC(C)(C)c1ccc(C(=O)Nc2ccc(NC(=O)c3ccco3)cc2)cc1	-3%	2%[57.1 µM]	-6%	2%	8%	-10%	-7%	10%	0%
O=C(Nc1ccccc1)c1ccc(-c2ccccc2Cl)o1	-6%	-4%	2%	50µM*	25%	8%	0%	5%	4%
COC(CNC(=O)c1ccc2c(c1)ncn2-c1cccc(C)c1)OC	-3%	5%	-8%	8%	40%[activator]	-11%	-12%	-15%	-7%
O=C(COC(=O)Cc1ccc(F)cc1)NCCc1ccccc1	·	-5%	-3%	?	26%	-3%	-2%	45%[activator]	1%
O=C(/C=C/c1ccc(O)c([N+](=O)[O-])c1)c1ccc2ccccc2c1	-21%	?	1%	?	-30%	?	0%	?	i
CCOC(=O)C1=C(c2cccc(F)c2)NC(=S)NC1C (stereo not given)	-3%	7%	55%[activator]	-31%[59 µM]	-4%	-32%	-6%	15%	-7%
Cc1ccc(S(=O)(=O)N2CCCCC2)cc1C(=O)NCCCN1CCOCC1	0%	-16%	-7%	-5%	21%	-3%	-1%	6%	0%
COC(=O)c1c(NC(=O)c2ccc(OC(C)C)cc2)sc2c1CC(C)(C)NC2(C)C	2%	5%	2%	·	61%[activator]	-4%	5%	27%	i
COC(=O)/C=C/C(=O)Nc1cccnc1	3%	12%	3%	50µM*	15%	-5%	-14%	2%	-6%
COCC(C)N1CCC(Oc2ccc(C(=O)NCc3ccccn3)cc2)CC1 (stereo not given)	-5%	-1%	8%	·	33%	-7%	-14%	8%	-1%
O=C(Cn1c(=O)n(-c2ccc(Cl)cc2)c(=O)c2c3c(sc21)CCC3)c1ccccc1	-5%	-1%	1%	-30%[59 µM]	5%	-17%	0%	-21%	i
NC(=O)c1ccc[n+](CCC[n+]2cccc(C(N)=O)c2)c1	0%	-2%	5%	?	22%	-5%	-3%	-23%	-7%
Cc1ccc(/C=N/NC(=O)CN2CCN(Cc3ccccc3)CC2)s1	2%	0%	-13%	14%	15%	-15%	3%	-8%	2%

Bioassay records as filed in PubChem.

A portion of the library; count on the stated rates, not on these rows.
